From PubChem
HP1b chromo inh: HP1-beta chromodomain-methylated histone interaction inhibition | P83916 | AlphaScreen HP1-beta / biotin-H3K9me3 peptide binding | Potency, µM (top dose mostly 114 µM), for the others: at the highest dose activity change, negative = inhibition, usual class: inhibitors | hit rate 0.56% among 390,000 | AID 540317; note: nearly all actives have a fitted effect of over 70% in size; inactives centre near 23
Target sequence (P83916 whole entry, looked up): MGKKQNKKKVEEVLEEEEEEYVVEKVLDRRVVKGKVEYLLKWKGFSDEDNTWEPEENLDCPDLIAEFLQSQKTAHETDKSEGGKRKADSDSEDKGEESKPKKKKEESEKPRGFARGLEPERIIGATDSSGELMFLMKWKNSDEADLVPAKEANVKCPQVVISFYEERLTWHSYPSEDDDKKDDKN
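AlphaScreen: HP1-beta (50 nM) preformed 30 min with biotin-H3(1-18)K9me3 peptide (50 nM) in PBS pH 7.4, 0.01% Tween-20. Compound added for 30 min at RT, then streptavidin donor/nickel chelate acceptor beads (10 ug/mL) for 30 min.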
JMJD2A Tudor inh: blocks the human JMJD2A Tudor domain | AlphaScreen JMJD2A-Tudor / H3K4me3 peptide binding | AID 504339 | Potency, µM (top dose mostly 114 µM), inactives show top-dose activity change, negative = inhibition, most hits filed as inhibitors | hit rate 4.4% among 390,000 | O75164; note: % is set by controls: 0 for no effect and ±100 for the full control effect; nearly all actives have a fitted effect of over 50% in size
ALOX12 inh: inhibitors of human 12S-lipoxygenase ALOX12. hit rate 1.1% among 580,000. P18054. Potency, µM (doses to about 108 µM), inactives show at the highest dose activity change, negative = inhibition, usual class: inhibitors. AID 1671190. purified 12hLO, xylenol orange hydroperoxide absorbance; note: % is set by controls: 0 for no effect and ±100 for the full control effect
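Hydroperoxide product was detected by ferrous iron/xylenol orange as the 573 to 405 nm absorbance ratio. Arachidonic acid at 40 uM (final) was turned over for 30 min at room temperature by 150 nM human 12hLO, pH 7.0 Hepes buffer, after 15 min compound preincubation.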
ERG-DNA inh: inhibitors of human ERG Ets domain-DNA interaction; AID 624246; Potency, µM (series often up to 76.9 µM), for the others: at the highest dose FP activity, negative = inhibition, most hits filed as inhibitors; hit rate 0.028% among 370,000; fluorescence polarization, His-ERG Ets domain / labelled DNA; P11308; active = well fitted inhibition curve with a large enough effect in the polarisation, with a control signal flat; inconclusive = small, poorly fitted or top-dose-only effect, or effect the other way, or a change in a side signal; inactive = no such curve, though single readings can be large or run the other way; the % refers to the polarisation;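 note: polarization taken with two DNA probes labelled with fluorescein and Texas red; % of control where 0% means no effect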
Target sequence (P11308 whole entry, looked up, the tested form may be a part): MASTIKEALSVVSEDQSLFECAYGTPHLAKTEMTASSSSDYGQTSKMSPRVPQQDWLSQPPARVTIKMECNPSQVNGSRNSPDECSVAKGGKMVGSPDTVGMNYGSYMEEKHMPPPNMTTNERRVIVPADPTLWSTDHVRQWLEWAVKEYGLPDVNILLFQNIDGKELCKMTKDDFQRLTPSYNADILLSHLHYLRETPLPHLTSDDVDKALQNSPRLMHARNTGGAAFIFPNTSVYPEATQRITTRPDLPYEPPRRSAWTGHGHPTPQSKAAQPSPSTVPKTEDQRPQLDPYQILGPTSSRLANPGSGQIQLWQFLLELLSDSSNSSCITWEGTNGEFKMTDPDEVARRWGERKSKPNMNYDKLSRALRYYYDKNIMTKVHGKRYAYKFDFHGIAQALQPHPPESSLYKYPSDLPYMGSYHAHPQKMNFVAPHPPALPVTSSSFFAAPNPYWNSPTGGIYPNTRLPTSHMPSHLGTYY
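His-tagged ERG Ets domain (1 uM in the protein solution; 300mM KCl, 50mM Tris-HCl, 1mM EDTA, 1mM DTT, pH 7.5) received compound, then a probe mix of 5 nM fluorescein-DNA and 100nM Texas-615-DNA. Fluorescence polarization was read for both dyes.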
GLS inhibitor: blocks human kidney-isoform glutaminase activity; O94925; GLS enzymatic activity, qHTS titration; Potency, µM (titrated, usually from 45.5 µM), inactives show at the highest dose activity change, negative = inhibition, hits mostly inhibitors; hit rate 0.21% among 410,000; note: % is set by controls: 0 for no effect and ±100 for the full control effect
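Glutamate formation by hKGA was monitored fluorometrically using coupled glutamate oxidase, HRP and Amplex Red. Substrate was added as 1 mM L-glutamine solution; incubation was 30 min at RT after an initial read.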
Pin1 inh: blocks the human prolyl isomerase Pin1. AID 504891. Pin1 FP peptide displacement, HiFluor488, 10 min. Q13526. hit rate 0.009% among 390,000. Potency, µM (highest dose often 115 µM), for the others: at the highest dose activity, negative = inhibition, hits mostly inhibitors; active = well fitted inhibition curve with a large enough effect in the polarisation, with a control signal flat, not every such curve was filed as active; inconclusive = small, poorly fitted or top-dose-only effect, or effect the other way, or a change in a side signal; inactive = no such curve, though single readings can be large or run the other way; the % refers to the polarisation; note: % is set by controls: 0 for no effect and ±100 for the full control effect
Target sequence (Q13526 whole entry, looked up): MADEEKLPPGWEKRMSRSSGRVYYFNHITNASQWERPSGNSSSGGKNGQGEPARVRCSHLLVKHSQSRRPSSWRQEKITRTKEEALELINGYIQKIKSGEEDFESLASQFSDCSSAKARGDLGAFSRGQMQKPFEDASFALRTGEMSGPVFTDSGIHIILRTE
TrxR1 inh: inhibitors of rat thioredoxin reductase 1. O89049. recombinant rTrxR1, NADPH fluorescence consumption, selenite substrate. Potency, µM (top dose mostly 114 µM), for the others: at the top dose activity change, negative = inhibition, most hits filed as inhibitors. hit rate 1% among 390,000. AID 588453; note: % is set by controls: 0 for no effect and ±100 for the full control effect; nearly all actives have a fitted effect of over 65% in size
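Rat TrxR1 (90 nM in the dispensed reagent) was pre-reduced with 400 uM NADPH for 5 min at room temperature, then incubated with compound for 15 min. After 400 uM selenite was added, NADPH fluorescence (Ex 340/Em 450 nm) was followed for 8 min.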
RGS4 inhibitor: blocks human RGS4-accelerated GTP hydrolysis. AID 504845. Transcreener GDP fluorescence polarization, RGS4-accelerated GTP hydrolysis. P49798. Potency, µM (highest dose often 114 µM), for the others: at the top dose activity change, negative = inhibition, hits mostly inhibitors. hit rate 0.039% among 390,000; note: % is set by controls: 0 for no effect and ±100 for the full control effect; nearly all actives have a fitted effect of over 75% in size; some results filed as inactive show a strong effect at the top dose
Target sequence (P49798 whole entry, looked up): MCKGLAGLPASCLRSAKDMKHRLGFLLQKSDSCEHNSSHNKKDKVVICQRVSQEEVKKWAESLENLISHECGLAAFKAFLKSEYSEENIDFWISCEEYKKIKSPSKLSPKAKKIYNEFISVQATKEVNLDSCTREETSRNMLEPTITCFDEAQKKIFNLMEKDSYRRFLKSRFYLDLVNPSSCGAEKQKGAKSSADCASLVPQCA
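MLSMR compounds (23 nl, pin-transferred) preincubated 10 min at room temperature with a 500nM (2x) first reagent, then RGS4 at 900nM (2x) plus Transcreener GDP mix added; fluorescence polarization (620/688 nm) read before and after 90 min at 30 °C.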
Tb PGK inh: T. brucei PGK inhibition | P07378 | hit rate 0.043% among 380,000 | Potency, µM (highest dose often 57.5 µM), without a hit: top-dose activity change, negative = inhibition, actives largely listed as inhibitors | PGK/GAPDH coupled, Kinase-Glo luminescence, 60 min; note: % is set by controls: 0 for no effect and ±100 for the full control effect; nearly all actives have a fitted effect of over 60% in size
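Recombinant glycosomal PGK reaction used 1,3-bisphosphoglycerate generated in-well by GAPDH (100nM final) in 100mM TEA pH 7.6, 5mM MgCl2, 0.01% Tween-20. After 60 minutes at room temperature, ATP was read by Kinase-Glo Plus luminescence end-point.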
* = called active by the depositor; i = inactive; ? = inconclusive; nt = not tested or not shown; & = joins results of further samples; [ ] = another dose, or the depositor's remark. Unless noted, calls come from the whole dose curve; as a rule, active = well fitted curve in the direction sought with a large enough effect; inconclusive = small, poorly fitted or top-dose-only effect, or another doubt; inactive = no such curve, though single readings can be large; an effect the other way counts as inactive or inconclusive. Potency is the fitted concentration of half-maximal effect. A portion of the library. The share of hits here may be higher or lower than overall.

Below each SMILES: HP1b chromo inh	JMJD2A Tudor inh	ALOX12 inh	ERG-DNA inh	GLS inhibitor	Pin1 inh	TrxR1 inh	RGS4 inhibitor	Tb PGK inh
> Cc1ccccc1C(=O)NCC(c1ccco1)N1CCc2ccccc21 (stereo unspecified)
  -18%	?	?	17%	-1%	-4%	-1%[57.1 µM]	-14%	-8%
> O=C(O)C1C2C=CC(C2)C1C(=O)Nc1cccc(C(=O)N2CCCCC2)c1 (stereo unspecified)
  13%	-3%	2%	nt	-9%	-1%	12%	26%	2%
> CCOC(=O)Cn1c(=O)n(C2CCCCC2)c2nc(-c3cccc(F)c3)nc(C(N)=O)c21
  29%[57 µM]	5%	0%	0%	3%	3%	7%[57.1 µM]	-7%	12%
> CCN(CC)S(=O)(=O)c1ccc2c(c1)N(CC(=O)N1CCN(c3cccc(C)c3C)CC1)C(=O)CO2
  30%	-24%	0%	-5%	0%	5%	7%[57.1 µM]	-2%	9%
> CC(C)CCn1c(SC(C)C#N)nc2ccccc2c1=O (stereo unspecified)
  54%[activator][57 µM]	45%[activator][57.1 µM]	nt	nt	nt	3%	5%	15%	nt
> O=C(Cn1c(=O)nc(-c2ccccc2)c2ccccc21)Nc1ccc(Cl)cc1F
  18%	-16%	-19%	-3%	-14%	-6%	33%[activator]	12%	-7%
> O=c1[nH]cnc2c1nc(NCc1ccccc1)n2C1O[C@@H](CO)[C@H](O)[C@@H]1O (stereo partly specified)
  53%[activator]	-14%	7%	2%	30%	11%	6%	-8%[56.9 µM]	-3%
> Cc1ccc(S(=O)(=O)C2(S(=O)(=O)c3ccc(C)cc3)CC2)cc1
  15%	-8%	155%[activator]	15%	13%	4%	-1%[57.1 µM]	21%	5%
> Cc1nnc(SCC(=O)Nc2ccccc2)n(N)c1=O
  23%	-9%	1%	0%	-3%	2%	30%[57.1 µM]	4%	-1%
> CCn1c(SCC(=O)C(C)(C)C)nnc1-c1cccnc1
  8%	-12%	15%	nt	-1%	-4%	24%	8%	-10%
> CCC(=O)n1nc(NCc2ccccc2OC)nc1NCc1ccccc1OC
  14%	-10%	i	6%	4%	7%	8%[57.1 µM]	23%	2%
> COc1ccc(CCNC(=O)C(=O)NCC(c2ccco2)S(=O)(=O)c2cccs2)cc1OC (stereo unspecified)
  56%[activator]	-3%	-5%	4%	8%	17%	?	-9%	-8%
> CC(C)C(C)NC(=O)CN1C(=O)NC2(CCc3ccccc32)C1=O (stereo unspecified)
  8%	-6%	-20%	2%	4%	-3%	-9%	10%	7%
> CCc1nccn1-c1cc(C(C)(C)C)nc2c(-c3ccc(Cl)cc3)cnn12
  3%	-14%	-1%	3%	7%	-1%	11%	0%	-1%
> CCc1nn(CC(=O)NC(C)C)c(=O)c2cc3cc(F)ccc3n12
  18%	-7%	-20%	-1%	5%	1%	5%	-1%	10%
> C/C(=N\NC(=O)c1cc(-c2cccc([N+](=O)[O-])c2)n[nH]1)c1ccc(F)cc1
  23%	-26%	349%[activator]	-7%	-3%	14%	-6%[57.1 µM]	-25%	-12%
> CCn1c(SCC(=O)NCc2ccccc2)nc2ccccc2c1=O
  27%	-5%	0%	nt	-2%	-1%	24%	-18%	2%
> CC1Cc2nc(SCC(=O)Nc3ccc4c(c3)OCO4)n(Cc3ccccc3)c(=O)c2S1 (stereo unspecified)
  29%	-22%	8%	nt	-7%	11%	11%	2%	nt
> COC(=O)C1=C(C)NC(C)=C(C(=O)OC)C1C(=O)OCc1nnc(-c2ccccc2)o1
  18%	-9%	3%	0%	10%	-2%	10%	-11%	-10%
> COC(=O)[C@H](C)NC(=O)Nc1cccc(C(F)(F)F)c1
  22%	-20%	0%	-5%	3%	6%	-6%	1%	-9%
> CC(C)=CCN1CCN(Cc2nc(-c3ccccc3)cs2)CC1CCO (stereo unspecified)
  30%	-19%	9%	1%	3%	5%	13%	-16%	-10%
> Cn1nc(C(F)(F)F)c(-c2ccc(Br)cc2)c1NC(=O)c1ccco1
  0%	-7%	6%	-3%	3%	-6%	9%	3%	-1%
> Nc1nc(-c2ccccc2)c(-c2ccccc2)n1N
  42%[activator]	-12%	212%	20%	8%	?	19%	1%	-7%
> COc1cc([C@@H]2OC[C@@H]3[C@H]2CO[C@@H]3c2ccc3c(c2)OCO3)ccc1O
  32%	-21%	-3%	1%	19%	-10%	12%	6%	0%
> CCCNC(=O)NC1CCCc2ccccc21 (stereo unspecified)
  17%	-19%	-1%	-10%	-14%	-2%	22%	14%	nt
> CC(=O)CCc1oc2ccc(NC(C)=O)cc2c1-c1ccc(C)o1
  11%	?	nt	-2%	13%	-9%	20µM*	?	4%
> CCOC(=O)N1CCN(C(=O)C2CCCN(S(=O)(=O)c3ccc(C)cc3)C2)CC1 (stereo unspecified)
  16%	-14%	23%	2%	-5%	-1%	0%	8%	0%
> CCOc1ccc2cc(S(=O)(=O)N3CCCCC3)ccc2c1
  65%[activator]	24%	0%	0%	-10%	0%	6%	-8%	-6%
> O=C(Cn1c(=O)nc(-c2ccccc2)c2ccccc21)NCc1ccc(F)cc1
  10%	-5%	-18%	-2%	-4%	-3%	7%[57.1 µM]	-4%	-7%
> O=C(COC(=O)CSc1ccc([N+](=O)[O-])cc1)NCCc1ccccc1
  13%	-20%	?	0%	3%	-2%	1%	-21%	7%

Exported with bars between the fields: entries from further up
smiles | HP1b chromo inh | JMJD2A Tudor inh | ALOX12 inh | ERG-DNA inh | GLS inhibitor | Pin1 inh | TrxR1 inh | RGS4 inhibitor | Tb PGK inh
COc1cc([C@@H]2OC[C@@H]3[C@H]2CO[C@@H]3c2ccc3c(c2)OCO3)ccc1O | 32% | -21% | -3% | 1% | 19% | -10% | 12% | 6% | 0%
CCN(CC)S(=O)(=O)c1ccc2c(c1)N(CC(=O)N1CCN(c3cccc(C)c3C)CC1)C(=O)CO2 | 30% | -24% | 0% | -5% | 0% | 5% | 7%[57.1 µM] | -2% | 9%
CCc1nccn1-c1cc(C(C)(C)C)nc2c(-c3ccc(Cl)cc3)cnn12 | 3% | -14% | -1% | 3% | 7% | -1% | 11% | 0% | -1%
CCCNC(=O)NC1CCCc2ccccc21 (stereo unspecified) | 17% | -19% | -1% | -10% | -14% | -2% | 22% | 14% | nt
CCC(=O)n1nc(NCc2ccccc2OC)nc1NCc1ccccc1OC | 14% | -10% | i | 6% | 4% | 7% | 8%[57.1 µM] | 23% | 2%

New compounds follow
Below each SMILES: HP1b chromo inh	JMJD2A Tudor inh	ALOX12 inh	ERG-DNA inh	GLS inhibitor	Pin1 inh	TrxR1 inh	RGS4 inhibitor	Tb PGK inh
> CCCCCCC1(C)NC(c2ccc3c(c2)OCO3)=CC(c2cc(Br)ccc2O)N1 (stereo unspecified)
  24%	-15%	nt	nt	nt	?	16%	-20%	nt
> N#Cc1nnn2c1nc(N)c1c(F)cccc12
  -5%	-12%	?	1%	-2%	-3%	25%[57.1 µM]	-6%	-13%
> O=C(Nc1nc2c(s1)CCc1ccccc1-2)c1cccs1
  51%[activator]	-7%	-92%	-3%	15%	-2%	-8%	-7%	8%
> FC(F)(F)c1cc(CCN2CCNC[C@H]2Cc2cccc3ccccc23)cc(C(F)(F)F)c1
  -11%	?	?	-1%	-5%	9%	1%	-8%	-9%
> COc1ccccc1CN1C(=O)CN(C2CCCCCC2)C(=O)C1c1ccc(F)cc1 (stereo unspecified)
  44%&11%[activator]	-13%&-10%	?	-4%&-4%	-2%&-22%	10%&3%	28%[57.1 µM]	8%&14%	0%&1%
> CCOC(=O)C1CCCN(C(=O)c2ccc(NC(=O)CC3SC(N4CCCC4)=NC3=O)cc2)C1 (stereo unspecified)
  22%	4%	-4%	-2%	-2%	-4%	13%	3%	-4%
> COc1ccc(NC(=O)CC2C(=O)N(c3ccccc3)C(=O)N2CCc2cccs2)cc1 (stereo unspecified)
  35%	-16%	-17%	-1%	10%	1%	10%	-19%	-7%
> CSc1nsc(SC)c1NC(=O)Nc1ccccn1
  32%[activator]	-6%	-4%	-7%	-5%	1%	1%	-7%	i
> CC1=C(C(=O)Nc2cc(Cl)ccc2C)C(c2ccccc2F)n2ncnc2N1 (stereo unspecified)
  23%[57 µM]	-4%	-17%	-4%	14%	-2%	25%[57.1 µM]	1%	-2%
> Cn1c(=O)c2c(nc3n2CC(COc2ccc(Cl)cc2)O3)n(C)c1=O (stereo unspecified)
  39%[activator]	-7%	9%	-8%	-2%	-4%	6%	-12%	-6%
> Cc1ccc(C23CC4CC(CC(C(=O)NCC(=O)O)(C4)C2)C3)cc1
  23%	-15%	0%	10%	-1%	2%	22%	19%	nt
> Cc1cc(C)c(C#N)c(N2CCCC2)n1
  39%	4%	10%	1%	4%	-5%	8%[57.1 µM]	3%	0%
> CCOC(=O)CN1C(=O)S/C(=C/C=C/c2ccc(N(C)C)cc2)C1=O
  13µM*	16µM*	?	146%[activator]	7%	?	6%[57.1 µM]	-1%	i

For reference, 2 of the compounds above:
Below each SMILES: HP1b chromo inh	JMJD2A Tudor inh	ALOX12 inh	ERG-DNA inh	GLS inhibitor	Pin1 inh	TrxR1 inh	RGS4 inhibitor	Tb PGK inh
> Cc1cc(C)c(C#N)c(N2CCCC2)n1
  39%	4%	10%	1%	4%	-5%	8%[57.1 µM]	3%	0%
> CCOC(=O)CN1C(=O)S/C(=C/C=C/c2ccc(N(C)C)cc2)C1=O
  13µM*	16µM*	?	146%[activator]	7%	?	6%[57.1 µM]	-1%	i
